Compound activity (PubChem)
NCI-60 one-dose screen, 48 h, at 10 µM unless noted. Numbers give growth in % (100 = growth as untreated, 0 = no growth, -100 = all killed).
SK-OV-3 = SK-OV-3 ovarian cancer cells. hit rate 3.2% among 80,000. AID 1794785
NCI/ADR-RES = NCI/ADR-RES ovarian cells. hit rate 4.4% among 81,000
OVCAR-5 = OVCAR-5 ovarian cancer; AID 1794783; hit rate 2.9% among 82,000
DU-145 = DU-145 prostate cancer; hit rate 4.2% among 81,000; AID 1794760
OVCAR-8 = OVCAR-8 ovarian cancer. hit rate 4.4% among 81,000. AID 1794782
OVCAR-4 = OVCAR-4 ovarian cancer cells. hit rate 3.7% among 80,000
OVCAR-3 = OVCAR-3 ovarian cancer | AID 1794787 | hit rate 7% among 79,000
IGROV1 = IGROV1 ovarian cancer; hit rate 4.7% among 79,000; AID 1794786
Numbers without * were called inactive; x = no result given; & = joins results of further samples; [ ] = dose if it differs, or a comment. How the source made its calls: active means growth percent below 10; inactive means the rest.

Values run as follows: SK-OV-3	NCI/ADR-RES	OVCAR-5	DU-145	OVCAR-8	OVCAR-4	OVCAR-3	IGROV1
- COc1cc(C(=O)NCC(=O)NN=C(C)C)cc(OC)c1OC
  121	110	106	128	108	119	113	119
- C/C(=N\NC(N)=O)c1c(O)sc(=O)[nH]c1=O
  115	105	102	110	100	105	114	100
- Cc1ccc2cccc([N+](=O)[O-])c2n1
  100&102	102&113	101&104	109&116	108&101	103&128	110&111	114&109
- COc1ccc(S(=O)(=O)N/N=C/C(=O)OCOC(=O)C(C)(C)C)cc1
  121[100 µM]	106[100 µM]	118[100 µM]	111[100 µM]	107[100 µM]	112[100 µM]	114[100 µM]	112[100 µM]
- Clc1ccccc1-c1nc2ccccc2s1
  115	98	96	x	87	92	102	94
- CC[C@@H](C)[C@H](NC(=O)Cn1cc(CNC(=O)[C@@H](NC(=O)OCc2ccccc2)C(C)C)nn1)C(=O)OC
  102	109	x	112	x	105	112	107
- COc1ccc(-c2nn(-c3cccc(Cl)c3)cc2-c2c(C#N)c(=O)n3[nH]c(-c4ccc(C)o4)nc3c2C#N)cc1
  67	66	71	84	57	54	49	67
- O=C(Nc1cccc2ccccc12)c1ccccc1O
  65	74	85	88	89	63	72	x
- COC(=O)c1nnn(-c2ccc(Cl)cc2Cl)c1N
  89	87	91	92	92	76	80	76
- CCCCOC(=O)C1=C(C(=O)OCCCC)CCCC1
  106	107	103	111	107	120	109	108
- CCCCCCN1CCN(Cc2ccc(N(CC)CC)cc2)C(=O)C1=O
  32	1.0*	59	-7.8*	28	55	5.5*	32
- CCC1=C(c2ccc(OC)cc2)C(C)Oc2cc(OC(C)=O)ccc21 (stereo not drawn)
  81	76	128	102	69	72	87	104
- CCN(C(C)=O)c1ccccc1
  104	104	117	108	x	108	109	105
- O=S(=O)(c1ccccc1)c1ccc(Cl)cc1
  101	94	103	99	98	107	105	99
- CCOC(=O)C1=C(Cn2cc(CO)nn2)N(C)C(=O)NC1c1ccccc1 (stereo not drawn)
  107	96	98	108	109	97	102	102
- O=C(c1ccc(F)cc1)N1CCn2c(nnc2C(F)(F)F)C1
  128	110	103	111	103	106	114	108
- O=C1CC(C(=O)O)NC(=S)N1 (stereo not drawn)
  110	111	101	108	108	108	121	107
- N#Cc1c(-c2ccccc2)nc(SCC(=O)Nc2nc(-c3ccccc3)cs2)[nH]c1=O
  74	99	101	105	96	124	107	85
- COc1ccc(-c2onc(N)c2-c2cc(OC)c3c(c2)OCO3)cc1
  39	-10*	51	29	39	62	-1.2*	42
- O=C(O)/C(=C\c1ccc([N+](=O)[O-])cc1)CCc1ccccc1
  106	106	113	106	102	113	100	97
- CN(C)CCCN1c2ccccc2Oc2ccc(Cl)cc21
  92	83	94	92	84	83	84	65
- CC1=COC(C)(C2NC(C)(C)CC(C)O2)CC1 (stereo not drawn)
  107	108	96	109	104	109	108	120
- O=Nc1c2cc3ccccc3[nH]c-2c2ccccc12
  74	98	102	81	81	75	87	49
- O=C(NCn1c(=O)[nH]c2ccccc2c1=O)N1CCOCC1
  114	94	100	103	98	103	99	99
- CC(=O)N1CCN(C(C)=O)c2ccccc21
  110	112	105	112	126	x	132	119
- COc1ccccc1Nc1ccc2c(O)cc(S(=O)(=O)O)cc2c1
  94	104	105	116	103	110	115	119
- COc1ccc(-c2nc3sccn3c2-c2nc3c([nH]2)C(=O)c2ccccc2C3=O)cc1
  109	86	90	104	96	84	114	105
- COc1ccc(/C=C/c2c(C(=O)/C=C/c3cccs3)c(C)nc3ccccc23)cc1
  80	74	97	83	77	69	84	46
- C[C@H]1[C@H](C)CC[C@]2(C(=O)O)CC[C@]3(C)C(=CC[C@@H]4[C@@]5(C)C/C(=C/O)C(=O)C(C)(C)[C@@H]5CC[C@]43C)[C@H]12
  92	98	97	107	87	111	92	96
- COc1ccc(N(C)c2nc(Cl)nc3cnn(C)c23)cc1
  11	2.7*	33	7.1*	13	48	4.7*	24
- CN(C=O)c1ccc(CSc2ccccc2)cc1
  98	102	97	112	103	106	120	107
- CC(=O)OC12C=C(C)C(C3C(=O)OC(=O)C31)C(C)(C)C2 (stereo not drawn)
  112	110	106	112	100	110	111	111
- CN(C)CCNc1nc2ccccc2c2c1c1c(n2Cc2ccccc2)-c2ccccc2C1=O
  -93*	-73*	-75*	-100*	-53*	-94*	-79*	-73*
- CCCOc1cc2ccccc2cc1C(=O)Nc1nc(N)c2c(ccc3nccc32)[nH]1
  -77*	-8.6*	-68*	-66*	-49*	-51*	-61*	-47*
- C/C(=N\O)c1ccc(N2C(=O)c3cccc4cc([N+](=O)[O-])cc(c34)C2=O)cc1
  105	96	112	105	95	93	x	90
- CN(C)c1nc2c(cnn2C)c(=O)[nH]1
  112	109	111	102	101	97	110	111
- NS(=O)(=O)c1ccc(NCc2coc3ccccc3c2=O)cc1
  102	100	98	114	x	102	119	127
- Cc1ccc2nc(SCC(=O)Nc3ccc(-c4nc5ccccc5s4)c(Cl)c3)[nH]c2c1
  105	107	108	132	110	112	111	100
- COc1cc2ncnc(Nc3ccc(S(=O)(=O)Nc4nccs4)cc3)c2cc1OCCCN1CCN(C)CC1
  99	105	100	111	102	113	111	112
- CN(C)C(=S)Nc1ccc(S(=O)(=O)N2CCCCC2)cc1
  113	109	95	119	98	123	109	113
- N#CCc1nn(-c2ccccc2)c2ncnc(N)c12
  96	98	108	111	101	102	102	98
- N#Cc1c2c(nn(-c3ccccc3)c1=O)C(O)=C([N+](=O)[O-])C(c1ccc([N+](=O)[O-])cc1)C2 (stereo not drawn)
  x	103	107	93	88	86	96	86
- N#Cc1c(-c2cc(=O)oc3ccc(Cl)cc23)cc(-c2cc3cc(Br)ccc3oc2=O)nc1N
  105	97	91	104	x	101	106	98
- Cc1ccc(C(O)(c2nc3ccccc3s2)c2nc3ccccc3s2)cc1
  105	106	107	99	105	108	105	94
- Cc1[nH]c(/C=C/C(=O)c2ccc(C(F)(F)F)c(F)c2)c(C)c1C(=O)NCc1ccccc1
  94&96	88&91	95&99	95&95	84&93	94&110	103&106	80&94
- Cc1cc2c3c(cccc3c1)C(=O)c1ccccc1-2
  107	78	100	99	107	95	90	90
- COc1ccc(N2CCN(C3=C(Cl)C(=O)c4ncccc4C3=O)CC2)cc1
  81	87	112	5.6*	75	48	x	81
- COc1cc2c(cc1OC)-c1ccc3cc4c(cc3c1N(CCN1CCCC1)C2)OCO4
  -14*	61	30	12	6.8*	34	15	4.1*
- CC(=O)c1nnn(C(C)(C)C(N)=O)c1C
  112	108	107	113	109	105	114	108
- Clc1ccc(Cn2cc(-c3nc4ccc(Br)nc4n3Cc3ccc(Cl)cc3)c3cccnc32)cc1
  81	91	97	105	77	88	93	77

The listing continues.
Values run as follows: SK-OV-3	NCI/ADR-RES	OVCAR-5	DU-145	OVCAR-8	OVCAR-4	OVCAR-3	IGROV1
- CCN(CC)c1ccc(/C=N/Nc2nc(-c3ccc(Cl)cc3)cs2)c(O)c1
  105	102	92	103	97	99	105	91
- O=C(Oc1ccc(-c2ccc(Br)cc2)cc1)c1ccco1
  109	100	105	105	99	110	108	102
- Cc1nc(Nc2ccc(NC(=S)Nc3ccccc3)cc2)nc2nc(Nc3cccc(Cl)c3)[nH]c(=O)c12
  96	110	101	123	97	102	139	x
- O=C(NCCO)C(=O)NCCO
  94	104	101	112	106	106	106	110
- COc1cc(C(=O)NN=C2c3ccccc3-c3ccccc32)cc(OC)c1OC
  23	23	63	50	35	55	-1.7*	32
- c1ccc(CNc2ncnc3c2sc2ncccc23)cc1
  110	99	99	108	102	122	102	108
- Cn1cc(/C=C2\C(=O)N(CCCCCn3c4ccccc4c(=O)c4ccccc43)c3ccccc32)c2ccccc21
  99	100	104	106	88	105	87	64
- Oc1ccc(-c2nc(N3CCOCC3)c3c4c(sc3n2)CCCC4)cc1
  61	73	87	80	85	62	79	53
- O=C1Nc2ccccc2C12CC(c1ccccc1)=NN2 (stereo not drawn)
  59	41	84	88	71	77	40	43
- CCN1CC2=C(Nc3nc(SC)[nH]c(=O)c3C2c2ccc(OC)cc2)/C(=C/c2ccc(OC)cc2)C1 (stereo not drawn)
  108	97	99	108	90	91	116	106
- C=CCS(C)(=O)=O
  90	104	101	108	95	113	108	112
- OCCn1cccn1
  104	97	107	104	116	117	104	x
- COc1ccc(/C=c2\c(=O)n(-c3ccccc3)c3nnc(N/N=C(/C)C(=O)O)n23)cc1
  105	103	111	112	99	107	106	93
- C[C@@H]1O[C@@H](O[C@H]2[C@@H](OC(=O)[C@]34CCC(C)(C)C[C@H]3C3=CC[C@@H]5[C@@]6(C)C[C@H](O)[C@H](O[C@@H]7O[C@H](CO)[C@@H](O)[C@H](O)[C@H]7O)[C@@](C)(CO)[C@@H]6CC[C@@]5(C)[C@]3(C)C[C@H]4O)OC[C@@H](O)[C@@H]2O)[C@H](O)[C@H](O[C@@H]2OC[C@@H](O)[C@H](O[C@@H]3OC[C@](O)(CO)[C@H]3O[C@@H]3OC[C@@H](O)[C@H](O)[C@H]3O)[C@H]2O)[C@H]1O[C@@H]1OC[C@](O)(CO)[C@H]1O
  94	80	78	78	99	43	90	86
- C/C(=N/O)c1ccc(C)s1
  104	96	102	111	100	116	106	110
- CC([C@H]1CCC2C3CCC4C(=O)C(NC=O)=CC[C@]4(C)C3CC[C@@]21C)N(C)C (stereo partly drawn)
  76	58	93	59	56	6.1*	25	38
- O=Cc1ccc2ccccc2n1
  86	93	83	114	92	105	91	70
- Cc1ccc(NC(=O)n2c(=O)cc(C)c3ccc(O)cc32)cc1
  97	106	87	115	101	114	117	99
- O=C(O)C#CC(=O)O
  104	101	104	107	97	105	101	102
- CC(=O)OC1C=CC(=O)OC1C1OC1C (stereo not drawn)
  103	106	108	103	100	116	118	109

A draw from above in order of number of heavy atoms, ascending:
Values run as follows: SK-OV-3	NCI/ADR-RES	OVCAR-5	DU-145	OVCAR-8	OVCAR-4	OVCAR-3	IGROV1
- C/C(=N/O)c1ccc(C)s1
  104	96	102	111	100	116	106	110
- O=Cc1ccc2ccccc2n1
  86	93	83	114	92	105	91	70
- CC([C@H]1CCC2C3CCC4C(=O)C(NC=O)=CC[C@]4(C)C3CC[C@@]21C)N(C)C (stereo partly drawn)
  76	58	93	59	56	6.1*	25	38

Reformatted: results already given
compound	SK-OV-3	NCI/ADR-RES	OVCAR-5	DU-145	OVCAR-8	OVCAR-4	OVCAR-3	IGROV1
CC(=O)c1nnn(C(C)(C)C(N)=O)c1C	112	108	107	113	109	105	114	108
Oc1ccc(-c2nc(N3CCOCC3)c3c4c(sc3n2)CCCC4)cc1	61	73	87	80	85	62	79	53

The list continues:
Values run as follows: SK-OV-3	NCI/ADR-RES	OVCAR-5	DU-145	OVCAR-8	OVCAR-4	OVCAR-3	IGROV1
- COc1ccc(/C=C/C(=O)c2ccc(NC(=O)CSc3nnc(-c4ccc5nc(-c6ccc(Cl)cc6)[nH]c5c4)o3)cc2)cc1
  106	107	107	108	79	103	111	95
- NC(N)=N/N=C/c1ccc(Cl)c([N+](=O)[O-])c1
  115	108	97	110	100	90	101	113
- COc1ccc(-c2ccc(NC(=O)Nc3cccc(C(F)(F)F)c3)c(C)n2)cc1
  82	53	83	69	62	43	42	91
- COc1ccc(C2=C(C#N)C3(C(=O)Nc4ccccc43)c3c(-c4ccc(Cl)cc4)nn(-c4ccccc4)c3N2)cc1 (stereo not drawn)
  96	94	103	89	90	91	90	90
- COc1ccc(/C=c2\nc3n(-c4ccccc4)c4n(n-3c2=O)CC(=O)N=4)cc1
  105	101	117	119	93	110	112	97
- O=C1CC(c2nc3ccccc3n2Cc2ccc(Cl)cc2)CN1c1ccc(F)cc1 (stereo not drawn)
  109	92	102	103	88	92	101	109
- OCCN(Cc1cc(C2CCCCC2)ccc1O)Cc1cc(C2CCCCC2)ccc1O
  107	74	95	73	74	69	68	72
- COc1ccc(/C=C2\CN(Cc3cn(CCCNc4ccnc5cc(Cl)ccc45)nn3)C/C(=C\c3ccc(OC)cc3)C2=O)cc1
  71	51	120	40	1.1*	55	69	65
- O=C(Nc1cccc2c1N(C(=O)c1ccco1)CCC2)c1ccco1
  96	99	97	106	104	95	107	x
- CNc1nnc2n(Cc3ccccc3)c(=O)c3c4c(sc3n12)CCCC4
  87	57	101	41	42	73	43	62
- CCOc1c(C#N)c(Nc2ccc(S(N)(=O)=O)cc2)c(C#N)c2nc(=S)ncn12
  104	110	107	101	101	119	112	104
- CC(C)CC(=O)c1c2c(c3oc(=O)cc(-c4ccccc4)c3c1O)C=CC(C)(C)O2
  106	103	99	113	110	106	110	105
- C=CCSc1ccc(C)cc1
  124	100	90	106	103	100	113	105
- COc1ccc(/C=C2/SC(=O)NC2=O)cc1OC
  90	104	88	100	100	108	97	103
- COc1ccc(-c2ccc(O)c(C(=O)/C=C/c3cc(OC)c(OC)c(OC)c3)c2)cc1OC
  92	67	98	92	62	79	89	82
- COc1ccc(-c2cc(-c3ccc(N(C)C)cc3)nc(NC(=O)c3ccncc3)n2)cc1
  117	97	109	102	98	122	99	95
- COc1nnc2c3cc(Cl)ccc3n(C)c2n1
  98	104	89	109	102	102	102	102
- CCn1c(Sc2nnc(NC(=O)CCSC(=S)N3CCCCC3)s2)nc2c1c(=O)n(C)c(=O)n2C
  132	98	99	90	91	91	87	71

Rewritten tab-delimited: part of the list above
mol	SK-OV-3	NCI/ADR-RES	OVCAR-5	DU-145	OVCAR-8	OVCAR-4	OVCAR-3	IGROV1
COc1ccc(-c2nn(-c3cccc(Cl)c3)cc2-c2c(C#N)c(=O)n3[nH]c(-c4ccc(C)o4)nc3c2C#N)cc1	67	66	71	84	57	54	49	67
O=C(Nc1cccc2ccccc12)c1ccccc1O	65	74	85	88	89	63	72	x
